Screening data: PubChem, several laboratories
CF NFkB block – blocks PAF-induced NF-kB reporter in cystic fibrosis cells | KKLEB NF-kB-GFP reporter, GFP fluorescence overnight | inhibition, % at 5 µM | 360,000 compounds, 0.86% hits;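 active = at least 50% inhibition at 5 µM, scaled per plate between neutral and stimulator controls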;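 also: PAF is a Pseudomonas aeruginosa culture filtrate used as stimulus; plate controls were PAF-stimulated DMSO wells for no effect and unstimulated DMSO wells for full effect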
MITF TRPM1 inh – MITF TRPM1 promoter inhibition in SK-MEL-5 cells; SK-MEL-5 TRPM1 promoter luciferase, 24 h; inhibition, % at 12.5 µM; 330,000 compounds, 0.83% hits; AID 488899;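 active = mean inhibition across replicates of 60% or more, whatever share of single replicates reaches that level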; also: values of inactives mirror those of a sister screen read the other way
Shn3 inh set2 – reduces Shn3 3'UTR luciferase signal in osteoblasts; 360,000 compounds, 0.52% hits; Clone20 osteoblast Shn3 3'UTR firefly luciferase, 24 h; inhibition, % at 12.5 µM;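 active = mean inhibition of at least 75% with every replicate also reaching 75%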;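 also: 0% = median of neutral control wells and 100% = pilot-screen positive control compound; some compounds past the cut are filed as inactive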
HIF-2a block – HIF-2a inhibition; AID 624352; 360,000 compounds, 0.72% hits; 786-0 RCC cells HIF-2a reporter, luciferase luminescence, overnight; inhibition, % at 18.8 µM;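 active = inhibition of the luminescence signal of 40% or more relative to plate controls, in a single-dose primary screen at 18.75 µM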
NR2E3 ag-1 – NR2E3 (human) agonism; Q9Y5X4; GST-NR2E3/biotin-RetCOR TR-FRET, 1536-well; inhibition of corepressor binding, % at 4.78 µM; 320,000 compounds, 0.12% hits; AID 2300;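 active = percent inhibition above the cutoff of mean plus 3 SD of all tested compounds, set per screening campaign, cut at about 20% in these data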;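 also: 0% = DMSO wells and 100% = biotin wells as full block of FRET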
Target sequence (Q9Y5X4 whole entry, looked up): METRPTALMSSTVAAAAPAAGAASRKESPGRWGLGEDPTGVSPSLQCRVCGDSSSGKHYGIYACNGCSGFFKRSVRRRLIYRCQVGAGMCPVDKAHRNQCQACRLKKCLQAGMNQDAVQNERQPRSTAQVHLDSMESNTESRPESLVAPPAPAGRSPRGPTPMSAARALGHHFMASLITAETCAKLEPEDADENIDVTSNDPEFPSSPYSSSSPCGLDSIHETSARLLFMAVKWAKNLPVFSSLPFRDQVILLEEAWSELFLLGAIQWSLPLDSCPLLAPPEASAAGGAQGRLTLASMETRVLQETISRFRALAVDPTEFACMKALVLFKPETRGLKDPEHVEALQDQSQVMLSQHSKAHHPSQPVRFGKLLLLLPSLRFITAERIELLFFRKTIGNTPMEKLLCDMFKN
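Test system – NR2E3–RetCOR corepressor complex · Quantity – NR2E3 fusion 1.35 nM · Buffer or medium – Tris pH 7.5 · Incubation – Compound–protein incubation for 5 h at 4 °C · Technique – TR-FRET, Eu(K)-anti-GST donor, streptavidin-D2 acceptor, ex 340, em 617/671 nm · Evaluation – percent inhibition of 671/617 nm emission ratio versus biotin and DMSO controls · Plate – 1536-well format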
Peg3 promoter – reduces Peg3 promoter-driven luciferase expression in HeLa | inhibition, % at 20 µM | HeLa PEG-Prom luciferase reporter, luminescence, overnight | AID 588405 | 360,000 compounds, 1.7% hits;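 active = inhibition of at least 50% at 20 µM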
KKLEB cytotox – counter-screen for CF NF-kB inhibitors: cytotoxicity. 360,000 compounds, 0.36% hits. KKLEB CF airway cells viability, ATPlite luminescence, overnight; hits give low values; cells stimulated with P. aeruginosa culture filtrate. activity change (cytotoxicity), % at 5 µM;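 active = corrected activity change at or below -50% at 5 µM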
TROY NFkB inh – TROY signaling inhibition | 360,000 compounds, 0.98% hits | inhibition, % at 10 µM | Q293 LMP1-TROYcd NF-kB luciferase reporter, 4 h;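 active = compounds whose plate-normalised and pattern-corrected inhibition of the luciferase reporter signal at the single screening dose is 50% or more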
NR2E3 ag-2 – agonists of human NR2E3 nuclear receptor; Q9Y5X4; CHO-S Gal4-NCOR/VP16-NR2E3 two-hybrid, luciferase; inhibition of corepressor binding, % at 3.98 µM; 360,000 compounds, 0.35% hits; AID 602229;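 active = inhibition above the mean of all tested compounds plus 3 SD, cut at about 70% in these data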;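 also: 0% = DMSO with NR2E3 transfected cells and 100% = cells lacking NR2E3 construct; higher means lower luciferase signal from less NR2E3 corepressor binding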
TWEAK-Fn14 inh – inhibitors of TWEAK-Fn14 interaction signaling; TWEAK-stimulated Fn14 reporter cells, luciferase luminescence, 8 h; inhibition, % at 10 µM; 360,000 compounds, 2% hits; in the data active = inhibition above about 50%
TRAIL sens C8 – sensitizes caspase-8 expressing cells to TRAIL. NB7+C8 cells + TRAIL, ATPlite viability luminescence. inhibition (viability loss, TRAIL sensitization), % at 10 µM. 360,000 compounds, 1% hits;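 active = compounds causing at least 50% loss of cell viability in the single-dose screen, relative to plate controls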
* = called active by the depositor; x = no result given. The list is partial; count on the stated rates, not on these rows.

Start of the data: the first three records (preview)
SMILES	CF NFkB block	MITF TRPM1 inh	Shn3 inh set2	HIF-2a block	NR2E3 ag-1	Peg3 promoter	KKLEB cytotox	TROY NFkB inh	NR2E3 ag-2	TWEAK-Fn14 inh	TRAIL sens C8
CCCC(=O)Nc1ccccc1NC(=O)CN(C)S(=O)(=O)c1ccc(C)cc1	2.7	-3.9	-2.0	14.8	1.3	18.1	-1.3	7.0	13.4	13.6	-44.9
CCOC(=O)C1CCCN(C(=O)c2ccc([N+](=O)[O-])cc2)C1 (stereo not drawn)	-17.7	-2.4	2.8	29.7	-0.5	4.6	4.0	-1.1	-2.8	-14.5	-4.1
O=C(CSc1nc2ccc(Cl)cc2[nH]1)c1cccs1	-17.1	-52.4	-23.6	-199.5	-3.2	-231.6	0.9	-39.3	-42.3	2.0	10.9

Main list, previewed entries included:
SMILES	CF NFkB block	MITF TRPM1 inh	Shn3 inh set2	HIF-2a block	NR2E3 ag-1	Peg3 promoter	KKLEB cytotox	TROY NFkB inh	NR2E3 ag-2	TWEAK-Fn14 inh	TRAIL sens C8
CCCC(=O)Nc1ccccc1NC(=O)CN(C)S(=O)(=O)c1ccc(C)cc1	2.7	-3.9	-2.0	14.8	1.3	18.1	-1.3	7.0	13.4	13.6	-44.9
CCOC(=O)C1CCCN(C(=O)c2ccc([N+](=O)[O-])cc2)C1 (stereo not drawn)	-17.7	-2.4	2.8	29.7	-0.5	4.6	4.0	-1.1	-2.8	-14.5	-4.1
O=C(CSc1nc2ccc(Cl)cc2[nH]1)c1cccs1	-17.1	-52.4	-23.6	-199.5	-3.2	-231.6	0.9	-39.3	-42.3	2.0	10.9
CCN(CC)CCCn1c(C)cc2c(c1=O)C(c1cccc(Cl)c1)C(C#N)=C(N)O2 (stereo not drawn)	-11.4	-4.6	-7.1	3.6	x	11.9	6.5	-11.0	16.0	5.1	2.3
O=C(c1ccc(Cl)cc1)c1oc2ccccc2c1CS(=O)c1ccccc1 (stereo not drawn)	-3.5	9.9	-6.0	-17.5	1.9	11.0	-1.3	11.5	-4.5	16.3	1.2
CCC(C)(C)c1ccc(OCC(=O)Nc2ccncc2)cc1	-11.5	-3.4	5.9	-11.0	7.6	-6.9	-1.6	-19.6	-5.7	4.5	6.9
CCOc1ccccc1CNC(=O)c1ccc2c(c1)N(CC)CCS2	-14.1	0.1	3.8	-28.2	5.8	6.6	2.5	-11.1	10.4	-1.6	-2.5
CC1CN(c2ccccc2)CCN1C(=O)c1cc(COc2c(F)cccc2F)on1 (stereo not drawn)	3.1	-9.4	6.9	-33.8	-0.2	-3.9	11.4	3.7	-6.7	-5.8	13.3
COc1cc(Cl)c(C)cc1NC(=O)c1cc(S(=O)(=O)N(C)C)ccc1N1CCCC1	-10.4	7.0	4.3	14.9	1.1	7.0	-4.5	-13.5	16.0	-9.8	-6.1
Cc1cc(C)cc(OCC(=O)N/N=C/c2ccncc2)c1	11.3	-1.2	-10.9	20.6	-1.5	8.6	-5.9	5.1	1.0	-0.7	-8.6
CC(C)NC(=S)N/N=C/c1cccs1	-7.1	2.3	5.3	-22.5	-1.4	-12.4	-8.7	-4.7	19.0	-0.3	0.0
Cn1c(-c2ccccn2)[n+](C)c2ccccc21	7.7	11.4	-5.0	26.0	1.4	3.0	10.7	-1.7	-12.2	6.2	-2.6
COc1ccc(C(=O)Nc2nc3c(s2)Cc2cc(OC)ccc2-3)cc1	-39.9	-5.3	11.1	-49.4	-0.8	-57.3	10.0	4.0	-24.6	-11.0	7.9
Cn1nnnc1SCc1c(F)cccc1F	-12.2	1.6	7.5	3.2	0.7	0.4	4.4	10.2	4.4	-7.7	-0.4
O=C(NCCc1c[nH]c2ccccc12)/C(=C\c1cccnc1)NC(=O)c1ccccc1Br	9.0	11.7	24.4	19.0	-1.8	31.9	-21.7	-1.8	28.4	3.3	-4.5
O=C(Nc1ccc(COc2ccccc2)cc1)Nc1cccc(C(=O)O)c1	-22.9	1.2	-2.7	-46.3	4.8	-114.6	0.9	-22.4	-66.3	-21.2	6.7
COC(=O)c1ccc(CSc2nc3c(c(=O)n2-c2ccc(C)cc2)SCC3)o1	-0.1	-3.0	-1.6	9.7	1.1	-2.0	3.1	3.4	-7.0	-3.3	-10.7
COc1ccc(OC)c(S(=O)(=O)NCCc2csc(-c3cccnc3)n2)c1	9.5	0.1	-70.8	8.2	1.8	2.5	1.2	-8.6	1.1	25.4	-26.4
C=CCNC(=S)N/N=C/c1ccc(C(C)(C)C)cc1	12.3	-8.5	-4.3	-83.1	x	-26.6	8.8	-12.1	12.9	-8.7	17.3
COc1ccccc1N1CCN(C(=O)C2CCC(Cn3c(=S)[nH]c4ccccc4c3=O)CC2)CC1 (stereo not drawn)	11.0	7.1	39.2	7.8	2.7	26.0	-10.5	25.2	-10.1	47.7	15.1
CCN(c1ccccc1)S(=O)(=O)c1cccc(C(=O)OCC(=O)c2c(N)n(C)c(=O)n(C)c2=O)c1	22.4	x	6.1	7.8	x	32.0	-2.7	10.6	9.2	0.8	13.1
Cc1cccc(N2CCN(C(=O)c3c(-c4ccccc4Cl)noc3C)CC2)c1C	35.3	7.0	13.7	23.5	0.8	17.0	-30.8	35.1	0.1	-1.5	10.7
O=C(Nc1nc2ccccc2[nH]1)c1ccc(Cl)c([N+](=O)[O-])c1	11.0	-17.1	-27.6	-151.3	4.0	-97.3	0.1	-39.5	-45.3	-12.1	42.7
COc1cc(/C=C/C(=O)OCC(=O)N2CCN(C(=O)c3ccco3)CC2)ccc1O	5.7	3.8	7.0	9.0	-0.2	1.3	1.6	-4.8	-7.7	-16.1	-0.5
COc1ccc(N=Nc2c(C)[nH][nH]c2=O)cc1	-2.0	6.9	-31.6	-136.1	-1.3	-73.2	-6.6	-41.8	-39.1	-13.5	3.5
CNC(=O)c1cc2c(=O)n3cccc(C)c3nc2n(C(C)C)c1=N	-35.4	0.0	13.4	13.1	-0.6	12.9	6.1	0.1	-12.4	-20.5	10.2
Cc1cc(C)c(S(=O)(=O)Oc2ccccc2[N+](=O)[O-])c(C)c1	12.8	20.5	9.5	11.5	x	36.8	-19.6	6.0	-51.9	24.1	12.1
CN(C)C(=O)c1nnsc1Sc1ccc(Cl)cc1	6.9	-18.5	-15.4	-48.0	0.8	-31.5	-1.8	-32.8	-12.7	-3.9	4.8
CCCCn1cnc2c(SCc3ccc(Br)cc3)nc(N)nc21	17.1	-38.6	23.5	-94.7	x	-35.4	-6.0	-16.4	-8.6	10.8	34.4
O=C(Nc1ccccc1N1CCN(C(=O)c2ccccc2)CC1)c1cccc(Cl)c1	-41.0	-2.4	-36.1	-8.1	0.0	18.1	2.8	4.6	-8.3	1.4	-10.2
CC1(C)CC2(C)OC(=N)C1(C#N)C2(C#N)C#N (stereo not drawn)	48.9	8.0	8.0	-12.2	1.4	20.9	-32.9	11.9	-47.6	-10.2	-0.1
Cc1nc(SCC(=O)NCc2ccco2)nc(C)c1C	-0.2	7.7	-20.2	6.5	-1.3	15.3	6.5	-21.3	-17.9	-5.7	-14.9
Cn1c(SCC(=O)NCc2ccco2)nnc1C1CC1	-0.7	-3.1	-5.7	4.2	x	-2.1	13.4	-2.3	3.7	-1.9	-4.2
C(=C\c1ccccc1)/CSc1nnc(-c2cnccn2)n1Cc1ccco1	2.7	2.9	-2.8	8.6	-0.7	13.2	10.7	-7.5	-5.0	7.0	3.3
CCCC(=O)Nc1sc(C(=O)OC)c(C)c1C(N)=O	-3.0	-6.0	-42.4	-4.1	-1.8	3.7	-4.0	0.6	7.8	-7.2	-5.6
O=C(Nc1ccc(-c2ccccc2)cc1)c1ccc2c(c1)S(=O)(=O)c1ccccc1C2=O	7.1	-9.7	6.0	-9.9	-4.3	-3.0	-15.3	6.0	-12.7	-41.2	14.7
COC(=O)c1ccc(CNC(=O)Cn2cc(C)c(=O)[nH]c2=O)cc1	-3.8	-1.2	1.3	8.8	x	9.3	-2.1	-16.4	-0.4	-7.5	-4.7
Cc1ccc(NC(=O)C(C)OC(=O)COc2cccc(C(F)(F)F)c2)cc1S(=O)(=O)N1CCOCC1 (stereo not drawn)	-8.7	19.0	-6.0	12.9	x	2.8	-8.9	-16.2	14.5	-7.0	1.6
Cc1cccc(N2C(S)=C(C#N)C(=O)NC2c2ccco2)c1 (stereo not drawn)	-29.0	7.4	-7.6	10.8	-1.6	17.3	8.2	-9.9	3.1	1.5	-4.3
CC(C)c1nnc(N2C(=O)C(O)=C(C(=O)c3cccs3)C2c2ccccc2)s1 (stereo not drawn)	0.4	-10.7	-2.9	-108.7	x	-30.1	-5.5	-32.3	-44.2	12.4	-0.2
CC1CCC(N(CCCN)Cc2ccco2)CC1C (stereo not drawn)	5.6	-11.9	25.5	11.0	-0.8	-7.0	2.8	5.3	-9.5	-2.1	3.6
COCCCN1C(=O)C(CC(=O)NCc2cccc3ccccc23)CC(C(=O)N(C)C)=C1C (stereo not drawn)	12.6	x	-14.3	0.5	x	-1.6	-2.4	-6.5	-5.8	-5.2	-2.0
Fc1cccc(Cl)c1Cn1nnc2c(NCc3ccccn3)ncnc21	10.7	21.6	-17.2	20.9	-1.0	18.0	-3.9	-10.6	-23.6	-16.9	0.9
COc1ccccc1NC(=O)c1ccc(NC(=O)C2CC2)cc1	16.3	7.8	-14.9	-9.7	x	-11.0	-7.1	13.2	-33.1	10.9	-4.0
COc1ccc(CN2CCN(CC3CC3)CC2CCO)cc1C (stereo not drawn)	0.1	0.2	-1.5	12.5	2.3	6.8	-4.4	5.8	-25.3	5.1	5.9
COc1cccc(C(=O)NCCNC(=O)c2ccc(C)nc2)c1	6.4	10.4	5.1	-0.7	1.8	22.6	-6.6	-2.6	-9.8	-13.6	5.0
COc1ccc(C(=O)CNC2=NCCC2)cc1	-19.7	6.8	19.1	23.8	-6.0	3.3	5.0	18.8	-4.3	-3.5	4.1
CCOC(=O)C1C(=O)C=C(N2CCOCC2)CC1c1cccc(OC)c1 (stereo not drawn)	-2.0	3.1	-3.6	11.8	-2.2	-25.6	-0.9	-5.4	-5.5	-2.1	5.2
CCOC(=O)c1sc2nc(C)nc(NCc3ccccc3)c2c1C	-37.3	-25.7	14.5	-79.4	2.3	-15.4	10.3	15.6	-32.6	-10.8	2.2
Cn1c(N)cc(-c2ccc(F)cc2)c(C#N)c1=O	0.3	11.8	0.7	6.8	-2.3	7.8	-1.8	-5.2	3.9	-7.7	-3.1
CCc1nc2ccccc2c(C(=O)OCC(=O)NC2CC2)c1C	-11.7	9.4	5.5	-6.5	x	-1.4	-9.7	0.2	-11.8	-12.6	6.7
CC1CN(Cc2cn(C)nc2-c2ccc(Oc3ccccc3)cc2)CCN1C (stereo not drawn)	-14.1	4.7	9.5	0.5	-1.9	-13.3	-2.8	8.4	23.1	2.8	7.4
O=C(Nc1ccccc1)c1sccc1Oc1ccc([N+](=O)[O-])cc1F	4.9	-9.0	14.2	15.2	1.5	35.3	-4.5	1.6	-4.4	17.4	-0.4
